Bioassay records deposited in PubChem by several laboratories.
LMPTP block: blocks human LMPTP phosphatase | P24666 | recombinant LMPTP-A, OMFP fluorogenic substrate, fluorescence intensity | inhibition, % at 20 µM | actives 0.22% (n = 360,000);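 active = compounds that cut the enzyme signal by at least half of the control window in the single-dose screen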;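 note: plate controls were DMSO wells with enzyme plus substrate for no effect and substrate without enzyme for full effect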
Target sequence (P24666 whole entry, looked up): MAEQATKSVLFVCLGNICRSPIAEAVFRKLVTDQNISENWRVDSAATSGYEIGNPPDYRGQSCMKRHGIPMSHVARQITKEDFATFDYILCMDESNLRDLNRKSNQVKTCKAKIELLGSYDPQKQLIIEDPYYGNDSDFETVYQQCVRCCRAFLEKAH
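test system = LMPTP-A | amount = 0.625 nM LMPTP-A final | reagent = fluorogenic phosphatase substrate OMFP at 400 µM final | incubation = 50 min at room temperature | benchmarks = no-enzyme low control, uninhibited high control | medium = Bis-Tris pH 6.0, DTT, detergent | signal = fluorescence intensity of OMFP turnover product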
NadD inh: inhibitors of Staphylococcus aureus NadD. purified NadD enzyme, colorimetric absorbance read-out. inhibition, % at 20 µM. actives 0.78% (n = 360,000). AID 602399; in the data active = inhibition above about 26%; note: some compounds past the cut are filed as inactive
CendR NRP1 mod: alters CendR peptide binding to human NRP-1; actives 0.85% (n = 360,000); O14786; FAM-RPARPAR peptide binding to NRP-1, fluorescence polarization; inhibition, % at 25 µM;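 active = inhibition or corrected inhibition above about 18%, plus a signal ratio from 0.5 to 1.5, limit read from the data, passing the limit was not always enough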; note: strong numbers were not always called active
Target sequence (O14786 whole entry, looked up): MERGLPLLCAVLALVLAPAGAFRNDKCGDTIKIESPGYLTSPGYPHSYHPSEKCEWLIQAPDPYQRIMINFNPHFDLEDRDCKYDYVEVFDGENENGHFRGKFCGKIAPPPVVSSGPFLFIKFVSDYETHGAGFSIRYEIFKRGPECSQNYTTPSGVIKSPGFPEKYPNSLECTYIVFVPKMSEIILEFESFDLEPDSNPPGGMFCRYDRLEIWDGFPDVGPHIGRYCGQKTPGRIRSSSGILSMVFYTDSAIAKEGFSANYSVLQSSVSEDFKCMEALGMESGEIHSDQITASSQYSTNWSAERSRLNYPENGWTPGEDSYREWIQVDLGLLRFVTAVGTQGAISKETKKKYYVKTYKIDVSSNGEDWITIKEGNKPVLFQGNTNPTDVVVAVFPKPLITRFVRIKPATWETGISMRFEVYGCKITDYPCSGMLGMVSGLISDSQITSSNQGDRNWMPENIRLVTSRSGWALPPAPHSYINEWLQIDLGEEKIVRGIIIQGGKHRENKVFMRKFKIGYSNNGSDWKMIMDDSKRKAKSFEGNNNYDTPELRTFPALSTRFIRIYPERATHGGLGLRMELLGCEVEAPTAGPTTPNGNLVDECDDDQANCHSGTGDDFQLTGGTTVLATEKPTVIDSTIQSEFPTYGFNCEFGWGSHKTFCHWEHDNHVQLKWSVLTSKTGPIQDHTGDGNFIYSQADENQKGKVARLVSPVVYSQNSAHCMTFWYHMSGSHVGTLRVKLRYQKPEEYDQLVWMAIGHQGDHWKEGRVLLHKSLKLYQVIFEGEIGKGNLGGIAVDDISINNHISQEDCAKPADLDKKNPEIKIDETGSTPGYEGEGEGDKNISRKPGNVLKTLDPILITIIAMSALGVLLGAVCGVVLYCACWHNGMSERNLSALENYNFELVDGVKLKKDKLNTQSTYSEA
SUMO1 PPI mod: SUMO1-SIM interaction modulation. SUMO1 binding to a labelled peptide, TR-FRET, 1 h. inhibition, % at 20 µM. AID 602429. P63165. actives 0.33% (n = 360,000); in the data active = inhibition above about 37%
SKN-1 block: blocks SKN-1 activity in C. elegans. C. elegans VP596 Pgst-4::GFP/RFP ratio, acrylamide-induced, 24 h. inhibition, % at 21.8 µM. actives 0.49% (n = 360,000). AID 624304;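 active = interference check ratio from 0.5 to 1.5 plus GFP to RFP signal ratio inhibition reaching or exceeding a fixed threshold, cut at about 30% in these data, passing the limit was not always enough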; note: some compounds called inactive have numbers as strong as hits
STEP block: inhibitors of human striatal-enriched phosphatase STEP | AID 588621 | P54829 | actives 0.25% (n = 360,000) | inhibition, % at 20 µM | recombinant STEP, OMFP fluorogenic substrate, fluorescence;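 active = inhibition at 20 µM, scaled per plate between control wells, above about 37%, limit read from the data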;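 note: 0% = DMSO with enzyme and substrate and 100% = substrate only without enzyme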
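System: isolated STEP enzyme; schedule: 20 min enzyme reaction at room temperature, protected from light; medium: Bis-Tris buffer pH 6.0, 2.5 mM DTT, 0.005% Tween 20; signal: fluorescence, 480/540 nm; dosing: single compound dose of 20 µM, 1% DMSO final; also added: OMFP substrate, 25 µM final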
DNMT1 inh: inhibitors of human DNMT1; DNMT1 molecular beacon, Hinp1I cleavage, fluorescence; inhibition (reported as % activation of signal), % at 10 µM; actives 0.83% (n = 360,000); in the data active = inhibition above about 50%
Neddylation inh: inhibitors of human cullin neddylation | TR-FRET cullin neddylation, biochemical | calls only at 25 µM | actives 0.58% (n = 360,000); in the data active = inhibition above about 36%
TbMetRS inhib: blocks T. brucei methionyl-tRNA synthetase activity; AID 624268; purified T. brucei MetRS, ATP depletion, Kinase-Glo luminescence; inhibition, % at 11.9 µM; actives 0.4% (n = 360,000);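 active = inhibition above a per-plate cutoff of the control wells' mean inhibition plus 3 SD, cut at about 5.5% in these data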;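 note: 0% = DMSO wells median and 100% = median of wells with control inhibitor compound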
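Assay system: T. brucei methionyl-tRNA synthetase, purified | Medium: HEPES buffer with MgCl2, KCl, DTT, spermine, BSA, pyrophosphatase | Compound: 11.9 µM single point | Incubation: 15 min enzyme-compound preincubation, 2 h reaction, 10 min detection, 25 °C | Measured by: Kinase-Glo luciferase luminescence reporting remaining unconsumed ATP | Measure: % inhibition normalized to control-well medians | Replication: Singlicate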
Scp1 inh: Scp-1 (human) phosphatase inhibition; Q9GZU7; actives 0.88% (n = 340,000); inhibition, % at 20 µM; Recombinant Scp1, phosphopeptide, malachite green phosphate absorbance; AID 493091;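 active = inhibition above about 50% at 20 µM, limit read from the data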;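 note: plate controls were DMSO wells with enzyme for no effect and wells lacking enzyme for full effect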
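System: truncated SCP-1 phosphatase (76-261aa); medium: Tris acetate buffer pH 5.5 with MgCl2 and Tween-20; incubation: 45 min room-temperature reaction, 5 min colour, 30 min stabiliser; compound: single 20 µM dose, 1% DMSO; reagent: Phosphorylated 17-residue peptide substrate; read-out: % inhibition at 20 µM; technique: colorimetric free-phosphate detection, absorbance 630 nm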
The depositor's hits bear a star; i = inactive; . = no result given.

item	molecule	LMPTP block	NadD inh	CendR NRP1 mod	SUMO1 PPI mod	SKN-1 block	STEP block	DNMT1 inh	Neddylation inh	TbMetRS inhib	Scp1 inh
1	N#Cc1nc(-c2ccccc2Cl)oc1N1CCOCC1	-0.2	-2	6	-4	14	1	6	i	-1.1	11
2	CC1CC2=C(NC(=S)NC2c2ccccc2F)/C(=C/c2ccccc2F)C1 (centres undefined)	-0.4	32*	-13	4	0	1	-4	i	-2.0	3
3	COc1ccc(/C=N/c2nc3ccccc3n2C)cc1OC	1.7	0	-14	-8	6	0	3	i	0.9	-3
4	N/C(=N\c1nc2c(c(=O)[nH]1)CCCC2)Nc1ccccc1Sc1ccccc1	0.4	11	-1	3	-3	1	-4	i	-0.4	-2
5	O=C1CCC(C(=O)Nc2cccc(S(=O)(=O)Nc3ccccc3F)c2)=NN1	6.7	6	0	25	-14	7	0	i	0.3	-10
6	CCOc1ccc(OCC(=O)Nc2c3c(nn2C(C)(C)C)CS(=O)(=O)C3)cc1	-0.9	-1	-1	-1	-25	4	1	i	0.5	-15
7	O=C(NC1CCCCC1)c1ccc(N2CCOCC2)c([N+](=O)[O-])c1	-1.4	-4	17	-27	12	0	-2	i	0.0	-5
8	CN(C)CCNC(=O)c1sc2cccc(F)c2c1Cl	-1.7	-11	-2	-4	-7	1	-1	i	-0.7	-12
9	CSc1nc(O)c(C(c2ccc(O)cc2)c2c(O)nc(SC)[nH]c2=O)c(=O)[nH]1	-0.6	-3	-10	5	7	1	4	i	-0.4	-4
10	Cc1ccc(C)c2c(SC(C)C(=O)NCc3ccco3)nc(-c3ccccc3)nc12 (centres undefined)	0.7	22	9	-4	4	0	26	i	2.5	3
11	COC(=O)C1CCCN1C(C(=O)NC1CCCCC1)c1ccc(Cl)cc1 (centres undefined)	-1.6	-7	-11	3	10	-4	-2	i	-0.4	1
12	O=C(O)c1sccc1Oc1ccc(NS(=O)(=O)c2cccc(F)c2)cc1	-1.6	-6	-7	6	-9	-2	5	i	-0.9	1
13	O=C(N/N=C/c1ccco1)c1cnccn1	-1.1	-3	4	-15	14	0	10	i	-0.9	0
14	O=C(O)CCCC(=O)N1CCN(c2nc(-c3ccccc3Cl)c3cc(Br)ccc3n2)CC1	0.6	8	9	0	29	1	-1	i	-0.3	-4
15	O=S(=O)(c1ccccc1)N1CCCC1c1cccs1 (centres undefined)	0.4	-2	2	-1	13	-3	3	i	2.1	-7
16	Cc1cccc(OCC(=O)N/N=C/c2sc(=O)n(Cc3cccc(C(=O)O)c3)c2Cl)c1	0.2	3	-36	-13	-3	-1	5	i	0.0	11
17	O=C(COc1coc(CN2CCN(c3ccccc3F)CC2)cc1=O)NCC1CCCO1 (centres undefined)	0.0	-3	10	-2	19	1	1	i	0.5	17
18	Cn1c(-c2ccc(C(C)(C)C)cc2)n[nH]c1=S	-1.5	4	14	2	-2	0	-1	i	0.1	-2
19	Cn1c(=O)oc2cc(S(=O)(=O)Nc3cccc(C(=O)O)c3)ccc21	-0.7	5	-20	3	-3	-2	-2	i	0.3	-7
20	COC(=O)N/N=C\c1cc(Br)ccc1OCc1ccccc1	0.4	-6	12	-4	12	-2	-3	i	0.1	-7
21	CCOC(=O)CSc1ccc(-c2nc3cc(C)c(C)cc3[nH]2)cn1	2.5	2	-8	10	11	7	-9	i	0.0	0
22	CC1=C(C(=O)OC2CCCCC2)C(c2ccco2)n2ncnc2N1 (centres undefined)	-0.7	-1	-5	2	6	-1	4	i	0.2	0
23	C/C(CC(=O)NCCc1ccccc1)=N\NC(=O)COc1ccc(Br)cc1	-1.0	-11	2	-4	-17	-3	-2	i	-0.5	-12
24	Cn1ncc(Br)c1C(=O)NC(=S)N1CCN(c2ccccn2)CC1	-0.5	4	-2	0	3	1	0	i	0.6	0
25	Cc1ccc(C)c(N(C(=O)Cn2nnc(-c3cccs3)n2)C(C(=O)NC2CC2)c2ccc(C)o2)c1 (centres undefined)	0.9	3	0	0	5	2	0	i	0.3	-8
26	Cc1cc(OCc2nc(-c3ccncc3)no2)cc(C)c1Cl	0.8	-3	-7	7	5	0	-5	i	-1.0	4
27	C=CCNc1nc(N)c(C(=C(C#N)C#N)c2ccccc2)s1	-0.1	-4	-38	39	14	-1	0	i	-0.7	-3
28	O=C(CN1C(=O)c2ccccc2C1=O)NCc1ccc(F)cc1	0.0	-1	10	-5	2	1	-1	i	0.4	-4
29	CN(C)c1nc(Oc2ccc(/C=N/O)cc2)nc(N(C)C)n1	0.9	1	11	1	14	-4	0	i	0.6	3
30	C=C[C@@]1(C)CC(=O)[C@]2(O)[C@@]3(C)[C@@H](O)CCC(C)(C)[C@@H]3[C@H](O)[C@H](OC(C)=O)[C@@]2(C)O1	-2.5	-4	0	-3	-8	3	0	i	-1.1	-14
31	CN(C)c1ccc(C=NNc2nc3c([nH]2)c(=O)n(C)c(=O)n3C)cc1	-0.1	-6	-1	-9	13	1	6	i	-0.4	31
32	COc1ccc(-c2nnnn2-c2ccccc2OC)cc1	-1.6	-8	1	1	-42	-1	1	i	-0.6	-1
33	CCc1ccc(NC(=O)c2ccc(Cn3cc([N+](=O)[O-])cn3)cc2)cc1	2.2	-10	2	-3	5	3	-6	i	0.0	-10
34	O=C(O)c1cccc(NC(=O)c2cccc(S(=O)(=O)N3CCc4ccccc43)c2)c1	-1.1	-5	0	9	-17	0	-1	i	0.4	2
35	Cc1ccc(N=Cc2c(O)n(-c3nccs3)c(=O)c3ccccc23)cc1	2.8	9	-7	-10	7	4	-3	i	-0.2	-3
36	CCN1CCN(C(=O)CCc2nnc3ccc(N4CCC5(CC4)OCCO5)nn23)CC1	-1.5	-1	6	1	1	2	6	i	-0.1	-11
37	O=C(COc1ccc(-c2nnco2)cc1)NC1CCS(=O)(=O)C1 (centres undefined)	-0.3	1	19	0	14	1	2	i	-0.2	1
38	Cc1cccc2cc(C#N)c(NCCNS(=O)(=O)c3ccc4c(c3)OCCO4)nc12	1.0	5	-4	15	-15	-3	-9	.	-1.4	0
39	C/C(=N\NC(=O)c1nnn(-c2nonc2N)c1CN1CCc2ccccc21)c1ccccc1O	0.7	42*	2	1	0	5	18	i	0.3	-5
40	c1cc2ccc3ccc(CN4CCOCC4)c4ccc(c1)c2c34	1.2	-4	-5	-16	20	4	7	.	0.4	-8
41	Cc1cnc(C(=O)OCC(=O)Nc2ccc(Cl)cc2)cn1	-1.0	-4	4	0	10	-3	-5	i	0.3	17
42	O=c1oc2ccccc2c(NCCc2ccccc2)c1[N+](=O)[O-]	-0.9	-3	6	-12	10	-2	1	i	-0.3	-7
43	CCCCNC(=O)Nc1cnn(CC)c1C(N)=O	0.4	-1	5	-1	8	-5	-1	i	1.3	0
44	COc1ccc(C(=O)N2CCN(S(=O)(=O)c3ccc4c(c3)OCCO4)CC2)cc1OC	-0.1	4	7	-1	12	1	2	i	-0.1	0
45	O=C(NN1C(=O)c2ccccc2NC1c1ccccn1)c1ccc(Br)cc1 (centres undefined)	-0.7	3	-1	8	-3	-1	8	i	-1.2	5

Already shown: an excerpt of the list.
item	molecule	LMPTP block	NadD inh	CendR NRP1 mod	SUMO1 PPI mod	SKN-1 block	STEP block	DNMT1 inh	Neddylation inh	TbMetRS inhib	Scp1 inh
31	CN(C)c1ccc(C=NNc2nc3c([nH]2)c(=O)n(C)c(=O)n3C)cc1	-0.1	-6	-1	-9	13	1	6	i	-0.4	31
32	COc1ccc(-c2nnnn2-c2ccccc2OC)cc1	-1.6	-8	1	1	-42	-1	1	i	-0.6	-1
33	CCc1ccc(NC(=O)c2ccc(Cn3cc([N+](=O)[O-])cn3)cc2)cc1	2.2	-10	2	-3	5	3	-6	i	0.0	-10

More records
item	molecule	LMPTP block	NadD inh	CendR NRP1 mod	SUMO1 PPI mod	SKN-1 block	STEP block	DNMT1 inh	Neddylation inh	TbMetRS inhib	Scp1 inh
46	Cc1cccc(-n2c(Cc3ccccc3)nnc2SCc2ccc([N+](=O)[O-])cc2)c1	2.5	1	0	-18	4	2	-6	i	1.1	9
47	COc1ccccc1C(=O)NC(=O)CSc1ccc(C)c(C)c1	-0.7	-9	14	5	2	0	1	i	-0.2	-3
48	O=C1Nc2ccccc2O/C1=C\c1c(F)cccc1Cl	-0.4	-8	5	-1	9	0	5	.	-0.7	-10
49	O=C1CN(C(=O)COC(=O)C2CCN(S(=O)(=O)c3ccccc3C(F)(F)F)CC2)c2ccccc2N1	0.9	-6	-4	0	6	-3	3	i	-0.1	-3
50	COc1cc(OC)cc(N2CC(C)(C)C2=O)c1	-0.8	1	8	4	-1	-2	2	i	-0.2	-3
51	COC(=O)c1cc(S(=O)(=O)N2CCN(c3cccc(OC)c3)CC2)cn1C	-0.4	-2	8	4	17	3	-1	i	0.3	-6
52	CCOc1ccc(NC(=O)COC(=O)c2ccc3c(c2)OCO3)cc1	-1.0	0	-3	-5	-4	-8	4	i	-0.5	-12
53	COc1cc(/C=C/C(=O)OCC(=O)NNC(=O)c2cc(Cl)ccc2OC)ccc1O	0.4	20	2	-14	-8	-3	-14	i	-0.1	-11
54	CC1CCc2c(sc3ncnc(SCC(=O)N(C)C4CCS(=O)(=O)C4)c23)C1 (centres undefined)	0.6	1	-10	-1	7	1	-3	i	-0.1	-4
55	COc1cccc(-c2nc3n(n2)CCc2ccccc2-3)c1	-2.0	-3	-4	1	-3	-1	0	i	0.1	.
56	CCOC(=O)c1c(O)cc(C)[nH]c1=O	0.5	1	3	4	1	5	1	i	-0.2	0
57	CCC(=O)Nc1nc(-c2ccccc2)ns1	-0.1	3	5	-1	15	-3	3	i	-0.1	-5
58	CC1(C)S[C@@H]2[C@H](NC(=O)[C@H](N)c3ccc(O)cc3)C(=O)N2[C@H]1C(=O)O	-8.2	5	-45	18	4	-3	6	i	-0.2	-3
59	CC(C)(C)c1ccc(C(=O)NCc2nnc(SCC(=O)NC3CCCCC3)o2)cc1	0.1	-2	6	3	11	1	1	i	0.0	-10
60	Cc1ccccc1N=Nc1c(C)[nH]n(C(N)=S)c1=O	2.3	6	1	-24	-1	-7	2	i	1.8	5
61	CCCCN(C(=O)c1ccc(N(C)S(=O)(=O)c2ccc(C)cc2)cc1)c1c(N)n(CCCC)c(=O)[nH]c1=O	0.1	4	0	4	18	2	-7	i	0.1	-5
62	O=C(c1ccc(F)cc1F)N1CCCN(c2nc(-c3ccccc3)ns2)CC1	-0.9	-9	4	0	12	0	4	i	-0.3	1
63	COC(=O)c1sc(NC(=O)c2csc3c2CCCC3)nc1C	3.2	-4	-8	3	16	3	4	i	-0.1	-4
